ROC1-CUL1 inh = human ROC1-CUL1 E3 ligase inhibition | 0.6% of 140,000 active | in vitro K48 di-Ub FRET, acceptor:donor ratio, 45 min | P62877+Q13616 | inhibition, % at 10 µM | AID 1347404; in the data active = inhibition above about 25%
Target sequence (P62877 whole entry, looked up): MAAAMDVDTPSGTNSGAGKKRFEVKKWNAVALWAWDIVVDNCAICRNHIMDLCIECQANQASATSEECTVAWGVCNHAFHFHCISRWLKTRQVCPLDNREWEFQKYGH
Target sequence (Q13616 whole entry, looked up): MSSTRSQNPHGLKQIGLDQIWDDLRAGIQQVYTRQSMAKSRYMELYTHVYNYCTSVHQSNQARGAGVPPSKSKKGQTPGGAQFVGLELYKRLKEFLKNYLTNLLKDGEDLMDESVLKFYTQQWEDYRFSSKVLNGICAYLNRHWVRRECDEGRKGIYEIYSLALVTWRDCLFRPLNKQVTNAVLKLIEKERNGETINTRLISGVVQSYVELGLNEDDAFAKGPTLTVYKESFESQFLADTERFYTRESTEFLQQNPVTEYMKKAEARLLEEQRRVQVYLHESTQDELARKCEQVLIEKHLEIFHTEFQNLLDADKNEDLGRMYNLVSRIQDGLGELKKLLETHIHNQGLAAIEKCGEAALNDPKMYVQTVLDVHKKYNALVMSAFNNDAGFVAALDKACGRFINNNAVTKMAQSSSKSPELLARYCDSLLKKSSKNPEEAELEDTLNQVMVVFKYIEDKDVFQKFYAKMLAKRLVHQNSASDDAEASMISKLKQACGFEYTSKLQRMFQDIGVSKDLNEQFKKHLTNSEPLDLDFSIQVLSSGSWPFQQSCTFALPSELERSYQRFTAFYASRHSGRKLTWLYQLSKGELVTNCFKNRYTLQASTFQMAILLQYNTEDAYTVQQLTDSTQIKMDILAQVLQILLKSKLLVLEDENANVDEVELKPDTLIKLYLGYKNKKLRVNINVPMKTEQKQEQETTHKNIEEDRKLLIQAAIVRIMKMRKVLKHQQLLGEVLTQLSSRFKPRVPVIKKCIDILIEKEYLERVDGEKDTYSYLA
* marks the source's active call; other numbers are inactive results; & = joins results of further samples. The list is partial; the hit share may differ from the screen's.

Compound | ROC1-CUL1 inh
Cc1ccc(C(=O)NCC(C)C)cc1C | -2
Cc1cccn2c(=O)c3cc(C(=O)NCc4ccccc4)n(C)c3nc12 | 3
CCn1nc(C)cc1-c1nnc2sc(C3CCCCC3)nn12 | 7
COc1cccc(-c2nn(C)c3sc(C(=O)N4CCN(c5cccc(C)c5)C(C)C4)cc23)c1 (stereo unspecified) | 0
Cc1c(C(C)NCC2CCCC2)cnn1-c1ccccc1 (stereo unspecified) | 5
C=CCN1C(=O)N=C(Cc2cc(OC)c(O)c(OC)c2)C1=O | -1
Cc1c(Cl)cccc1NC(=O)CSc1nnc(C)n1-c1cccc(Cl)c1 | -10
CC(C)=C1C2CCC1C(C(=O)NCCc1ccccc1)C2C(=O)O (stereo unspecified) | 6
COc1ccc(CNC(=O)c2cc3sccc3n2C)cc1 | 0
O=C(CSc1nnc2ccc3ccccc3n12)Nc1ccccc1Cl | 2
Cc1ccccc1C(=O)Nc1nc2nc(-c3ccccc3)cc(=O)n2[nH]1 | -4
O=C(CNC(=O)c1ccccc1)OCc1cc(=O)n2ccsc2n1 | -22
C=CCNC(=O)C1CCN(c2nc(-c3ccccc3)nc3c2CCC3)CC1 | 6
CCc1ccccc1N1CC(C(=O)NC2CCCC2)CC1=O (stereo unspecified) | 12
C1CCC(SCCSc2nn3c(SCCSC4CCCCC4)nnc3s2)CC1 | 1
CCOC(=O)c1ccc(NC(=O)COCc2cc(-c3ccc4c(c3)OCO4)on2)cc1 | 7
Cc1sc2ncn(CC(=O)N3CCN(c4ccc(F)cc4)CC3)c(=O)c2c1S(=O)(=O)N1CCN(c2ncccn2)CC1 | 6
CC1CCC/C(=N\Nc2ccccc2[N+](=O)[O-])C1 (stereo unspecified) | 2
c1ccc(-c2ccc3c(n2)[nH]c2ccccc23)cc1 | 4
Cc1ccc(OCC(=O)c2ccc3c(c2)N(C)C(=O)CO3)c(-c2ccnn2-c2ccccc2)c1 | -3
CCn1c(-c2ccccc2)nc2ncccc2c1=O | -11
Cc1ccc(-c2cc(C(=O)Nc3cc(Cl)ccc3Cl)c3ccccc3n2)o1 | 14
O=C1NC(c2ccc(Cl)cc2Cl)Oc2ccccc21 (stereo unspecified) | 5
CN1C(=O)C(O)(CC(=O)c2ccc(Cl)s2)c2ccccc21 (stereo unspecified) | 1
CCN(C(=O)c1ccc(Br)cc1)c1ccccc1 | 11
Cc1c(CNc2ccc(C(=O)NCCC3CCCCN3C)cn2)cnn1C (stereo unspecified) | -5
COC(=O)[C@@H]1CCCN1Cc1cn(C)nc1-c1cccc(Cl)c1 | 0
COc1ccc(NC(=O)Nc2cccc(-c3cn4cccnc4n3)c2)cc1 | 10&-5
CCN(CC)c1ccc(C=Nc2ccc(Br)c(Cl)c2)c(O)c1 | -4
CCn1c(C(=O)Nc2ccccc2C(=O)OC)cc2sc(Cl)cc21 | -5
Cc1ccc(N2C(=O)C3ON=C(C(=O)c4ccc(Cl)cc4)C3C2=O)cc1 (stereo unspecified) | -3
COc1cccc(CNC(=O)Cc2c(C)c3c(cc(C)c4c(C)c(C)oc43)oc2=O)c1 | -8
C=CCc1c(C)nc(N2CCN(c3ccccc3OC)CC2)[nH]c1=O | 0
N#Cc1c(SCc2nc3ccccc3[nH]2)nsc1SCc1nc2ccccc2[nH]1 | 0
CN(CCOC(=O)c1ccc(F)cc1)C(C)(C)C | 0
C/C=C1\CC2(SCCS2)c2c(c3ccccc3n2COC)C1=O | -3
OCCCc1cn(C2CCN(Cc3cccc(Cl)c3F)CC2)nn1 | 8
COc1ccc(C(=O)c2oc3ccccc3c2NC(=O)COc2ccccc2)cc1 | 13
CCc1noc(C)c1C(=O)Nc1ccc(F)c(Cl)c1 | -3
CSc1cccc(NC(=O)CSc2nnc(C(C)NC(=O)c3cccc(C)c3)n2C)c1 (stereo unspecified) | 10

Sorted by the number under ROC1-CUL1 inh (high to low): 3 of the compounds above.
Compound | ROC1-CUL1 inh
Cc1ccc(-c2cc(C(=O)Nc3cc(Cl)ccc3Cl)c3ccccc3n2)o1 | 14
O=C1NC(c2ccc(Cl)cc2Cl)Oc2ccccc21 (stereo unspecified) | 5
N#Cc1c(SCc2nc3ccccc3[nH]2)nsc1SCc1nc2ccccc2[nH]1 | 0

(continued)
Compound | ROC1-CUL1 inh
CCOC(=O)c1cc2c(=O)n3ccccc3nc2n(Cc2ccco2)c1=NC(=O)c1ccc(C)c(C)c1 | 19
CCCCC(=O)Oc1ccc2oc(-c3ccc(OC)cc3)cc(=O)c2c1 | 4
CC1(C)CC(=O)C(N=Nc2c(Br)cc(Br)cc2Br)C(=O)C1 | 2
COc1ccc(-n2nc(C(=O)Nc3cc(OC)c(OC)c(OC)c3)c(=O)n(C)c2=O)cc1 | 6
O=[N+]([O-])c1cc(Cl)cc2c1[nH]c1ccc(Cl)cc12 | 10
O=C(Cc1ccc(Cl)cc1)Nc1ccc2nn(-c3ccc(Cl)cc3)nc2c1 | 11
CCc1nc2cc(C(=O)N(C)CCc3ccccn3)cc(NC(=O)c3ccccc3OC)c2n1C | 12
O=C1C2Cc3c([nH]c4ccccc34)CN2C(=S)N1C1CCCCC1 (stereo unspecified) | -4
Cc1nn(Cc2ccc(C(=O)Nc3ccc(Br)c4cccnc34)cc2)c(C)c1Cl | -1
O=C(c1ccncc1)N1CCc2onc(-c3ccc4c(c3)OCO4)c2C1 | 12
CC(=O)Nc1ccc(C(=O)CSc2n[nH]c(-c3ccco3)n2)cc1 | 8
Cc1c(/C=N/Nc2ccc([N+](=O)[O-])cc2)c2ccccc2n1C | 6
O=C(OC/C=C/c1ccccc1)c1cccs1 | 13
Cc1ccccc1CC(C1CCN(C(=O)CCc2scnc2C)CC1)N(C)C(=O)Cn1cccn1 (stereo unspecified) | -7
Cc1nn(CC(O)COc2ccc3c(c2)CCC3)c(C)c1C (stereo unspecified) | 2
COC(=O)c1ccc(Cl)c(NS(=O)(=O)c2ccccc2)c1 | -5
Cc1nc2c(-c3ccccc3)c(C)nn2c(C)c1CCC(=O)Nc1ccccc1F | -1
Nc1cc(C(=O)N2CCC3(CCCN(Cc4ccc(F)c(F)c4)C3)C2)ccn1 (stereo unspecified) | 3
Cn1c(=O)c2sccc2n2c(CCCC(=O)NCc3ccccc3)nnc12 | -2
CCc1ccc(C(=O)N2CCN(c3ccc(NC(=O)C(C)C)cc3)CC2)cc1 | 2

Carrying on:
smiles,ROC1-CUL1 inh
CCS(=O)(=O)NCCc1csc2nc(-c3ccc(OC)cc3)nn12,1
CCc1ccc2oc(C(=O)N(Cc3ccc(N(C)C)cc3)Cc3ccco3)c(C)c2c1,-3
COc1cc(C(=O)n2cncn2)cc(OC)c1OC,-8
Cc1cccc(C)c1NC(=O)c1nnn(-c2ccc(F)cc2)c1C,16
O=c1cc(-c2ccccc2)nc(SCc2nc(-c3ccc(Cl)cc3)no2)[nH]1,-2
COc1ccc(OCc2nc(C(=O)NC(C)C)co2)cc1,-6
c1ccc2c(c1)CN1CCCN=C1N2,-5
CCCCNC(=O)N1c2ccccc2Sc2ccccc21,11
Cc1ccc(C)c(-n2c(N)c(C#N)c3nc4ccccc4nc32)c1,4
O=C(C1CCN(S(=O)(=O)c2cccs2)CC1)N1CCN(c2cccc(Cl)c2)CC1,-5
COc1ccc(NC(=S)NC(=O)c2cccc(Cl)c2)cc1,4
CCCOc1ccc(C(=O)C2C(=O)C(=O)N(CCN(C)C)C2c2ccc(N(C)C)cc2)c(C)c1 (stereo unspecified),8
O=C(Cn1nnc(-c2ccccc2Cl)n1)N/N=C/c1ccc(-c2cccc(Cl)c2)o1,-1
CCn1nc(C)c(C(=O)Nc2cc(Oc3ccc(Cl)cc3)cc([N+](=O)[O-])c2)c1C,0
CN(Cc1ccccc1)C(=O)c1ccc2c(c1)N(Cc1ccccc1Cl)C(=O)c1ccccc1S2,0
O=C1CSc2ccc(-n3cnnn3)cc2N1,-5
Cc1ccccc1-c1nc(CN2CCC(C(=O)NCCc3ccccc3)CC2)c(C)o1,2
CCN(CC)CC(O)COc1ccc(CNCC2CC2)cc1OC (stereo unspecified),-6
COc1ccc(OC)c(NC(=O)Cn2ccn(-c3ccc(OC)c(OC)c3)c(=O)c2=O)c1,10
CCS(=O)(=O)N1CCCC(C(=O)N2CCN(c3ccc(OC)cc3)CC2)C1 (stereo unspecified),5
CCOC(=O)c1cccc(-n2c(C)cc(/C=C3\C(=O)NC(=S)N(c4cccc(C)c4)C3=O)c2C)c1,11
CCN(C(=S)NC(=O)Cc1ccc(OC)cc1)c1ccccc1,-6
O=C(Nc1ccc(Br)cc1Br)c1ccc(Cl)cc1Cl,2
O=C(O)CCCCCNC(=O)C(Cc1ccccc1)=NC(=O)c1cccc(Br)c1,3
CCCN1C(=O)c2ccccc2NC1c1ccc(OC)c(CN2CCOCC2)c1 (stereo unspecified),4
CCOC(=O)N1CCN(C(=O)c2ccc(N3CCC(N4CCCC(O)C4)CC3)cc2)CC1 (stereo unspecified),-5
CCCCN(c1ccccc1)S(=O)(=O)c1cc2c3c(c1)C(C)C(=O)N3CCC2 (stereo unspecified),0
N#Cc1cn(CCCN2CCN(CCCn3cc(C#N)c(=O)[nH]c3=O)CC2)c(=O)[nH]c1=O,7
CSc1c(C)c(-c2ccc(C)cc2)n(-c2ccccc2)c(=S)c1C(=O)c1ccc(C)cc1,4
CN(C)C(=O)C1CCCN(C2CCN(CCc3ccccc3)CC2)C1 (stereo unspecified),5
Cc1ccc(CCNC(=O)c2cc3c(s2)-c2ccccc2OC3)cc1,-5
CCCCCCCCCCCCCCNc1ccc(N=Nc2ccc(C#N)cc2)cc1,-5
CCN1CCN(S(=O)(=O)c2ccc(Br)cc2)CC1,2
Cc1cccc(N2CCN(C(=O)Cn3c(=O)c4cccn4c4ccc(F)cc43)CC2)c1C,-3
Nc1c(C(=O)Nc2ccc(F)c(Cl)c2)sc2nc3c(c(C(F)(F)F)c12)CCCCC3,4
Cc1ccc(NC(=O)Cn2cc(S(=O)(=O)c3ccc(F)cc3)c(=O)c3cc4c(cc32)OCO4)cc1,-8
N=C1/C(=C\c2ccc(-c3ccccc3Cl)o2)C(=O)N=C2SC(Cc3cccs3)=NN12,0
CCC(C)NC(=O)c1ccc(F)c(S(=O)(=O)N2CCOCC2)c1 (stereo unspecified),11
COc1ccc(N2C(=O)C(=O)N(c3ccc(OC)cc3)C2=O)cc1,11
COc1ccc(NC(=O)CNS(=O)(=O)c2cccs2)c(OC)c1,0
Cc1cccc(NC(=O)CSc2n[nH]c(-c3cccc(C)c3)n2)c1,3
Cc1ccc2c(c1)NC(C)(C)c1ssc(=Nc3ccc(Cl)c(Cl)c3)c1-2,-1
O=c1[nH]c2ccc(Cl)cc2c2oc3ccccc3c12,-2
COC(=O)c1ccc(COc2c(F)c(F)cc(F)c2F)o1,-5
COC(=O)c1ccc(NC(=O)C(=O)NCC(c2cccnc2)N2CCc3ccccc32)cc1 (stereo unspecified),7
Cc1ccc2cc(C3c4c(C)nn(-c5ccccc5)c4OC(=N)C3C#N)c(Cl)nc2c1 (stereo unspecified),-15
CC1(C)OC(c2cccc(NC(=O)Cc3cccc4ccccc34)c2)OC1(C)C,5
Cc1ccc2oc(-c3ccc(Cl)c(NC(=O)c4ccc(OC(C)C)cc4)c3)nc2c1,-4
COC(=O)CCC(=O)NNC(=O)c1cccs1,-3
CNS(=O)(=O)c1cn(CC(=O)N2CCN(c3ccc(OC)cc3)CC2)cc1S(=O)(=O)NC,-6
COc1ccc(CCNC(=O)Cn2cc(C(=O)c3ccccc3)c(=O)c3ccc(C)nc32)cc1OC,-8
CCOC(=O)C(C)N1C(=O)S/C(=C/c2c(OCc3ccccc3C#N)ccc3ccccc23)C1=O (stereo unspecified),3
Cc1ccc(C(CC(=O)NCc2ccco2)c2ccccc2)c(O)c1C (stereo unspecified),-2
c1ccc(-c2cccc(-c3ccn[nH]3)c2)nc1,14
Nc1cccnc1Sc1ccc([N+](=O)[O-])cn1,-7
Cc1ccc(NC(=O)CCC(=O)NNC(=O)c2ccc(-c3ccccc3)cc2)c(C)c1,2
Cc1ccc(COc2ccc(Cl)cc2/C=C2\C(=O)NN(c3ccccc3)C2=O)cc1,9
COc1cccc(C2C(C(=O)Nc3ccccc3OC)C(C)=Nc3nc4ccccc4n32)c1 (stereo unspecified),2
Cc1ccc(NC(=O)c2cnn(-c3ccccc3)c2C)cc1,-3
CCOC(=O)N1CCN(S(=O)(=O)Cc2ccc(Cl)cc2)CC1,9

Another view of some results above.
ROC1-CUL1 inh	mol
2	CCN1CCN(S(=O)(=O)c2ccc(Br)cc2)CC1
-8	COc1ccc(CCNC(=O)Cn2cc(C(=O)c3ccccc3)c(=O)c3ccc(C)nc32)cc1OC
-5	CCCCCCCCCCCCCCNc1ccc(N=Nc2ccc(C#N)cc2)cc1
-2	O=c1[nH]c2ccc(Cl)cc2c2oc3ccccc3c12
11	CCC(C)NC(=O)c1ccc(F)c(S(=O)(=O)N2CCOCC2)c1 (stereo unspecified)
-3	COC(=O)CCC(=O)NNC(=O)c1cccs1

Following part
smiles,ROC1-CUL1 inh
O=C(CCC1(Cc2ccc(Cl)cc2)CCC(=O)N1)NCc1ccc(C(F)(F)F)cc1 (stereo unspecified),-4
O=C(NC(=S)NC1C2CC3CC(C2)CC1C3)c1ccco1 (stereo unspecified),1
CCN(CC)c1ccc(C2C([N+](=O)[O-])C=Nc3nnnn32)cc1 (stereo unspecified),8
Cc1ccc(OCc2cc(C(=O)NCc3cn(C)nc3C)no2)cc1C,2
O=c1oc(-c2ccc(F)cc2)nc2scc(-c3cccs3)c12,-7
CC(=O)c1nn(-c2ccc(Cl)cc2)c(C)c1C(C)=O,-3
CCC(C)NC(=O)Cn1c(=O)n(Cc2ccc(C(=O)NCc3ccc(C)cc3)cc2)c(=O)c2ccccc21 (stereo unspecified),1

Arranged by SMILES length (ascending): three of the compounds above
smiles,ROC1-CUL1 inh
O=C(Cc1ccc(Cl)cc1)Nc1ccc2nn(-c3ccc(Cl)cc3)nc2c1,11
Cc1cccc(N2CCN(C(=O)Cn3c(=O)c4cccn4c4ccc(F)cc43)CC2)c1C,-3
COc1ccc(OC)c(NC(=O)Cn2ccn(-c3ccc(OC)c(OC)c3)c(=O)c2=O)c1,10

High-throughput results from PubChem.
